OXTR potentiator = potentiates the human oxytocin receptor response. P30559. CHO-OTR cells, Fluo-8 calcium fluorescence, potentiator mode; 0% = oxytocin EC15, 100% = EC100. activation, % at 3 µM. 320,000 compounds, 0.061% hits. AID 2445;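 active means activation above that plate's cutoff, the mean activation of tested compounds plus 3 SD, cut at about 6.6% in these data, passing the limit was not always enough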;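 further: 100% uses oxytocin at 75 nM as the full agonist control; some results filed as inactive read as strong as hits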
Target sequence (P30559 whole entry, looked up): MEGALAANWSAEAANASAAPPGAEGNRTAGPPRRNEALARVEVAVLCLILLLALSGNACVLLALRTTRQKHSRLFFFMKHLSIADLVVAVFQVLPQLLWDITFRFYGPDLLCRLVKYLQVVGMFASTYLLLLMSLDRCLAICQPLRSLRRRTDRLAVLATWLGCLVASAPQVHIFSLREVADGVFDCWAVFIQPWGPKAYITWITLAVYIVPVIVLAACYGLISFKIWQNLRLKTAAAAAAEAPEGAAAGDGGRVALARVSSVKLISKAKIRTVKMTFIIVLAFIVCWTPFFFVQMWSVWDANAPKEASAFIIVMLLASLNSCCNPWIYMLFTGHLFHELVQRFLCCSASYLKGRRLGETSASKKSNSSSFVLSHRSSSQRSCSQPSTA
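System: human OTR in CHO cells / Also added: sub-maximal oxytocin, roughly EC15 / Control set: EC15 oxytocin low, 75 nM oxytocin high / Schedule: 6 min compound pre-incubation at room temperature, 100 s kinetic read / Compound: single-point 3.0 µM / Replication: singlicate / Technique: Fluo-8 calcium dye fluorescence / Read-out basis: % activation of max/min ratio relative to oxytocin controls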
OXTR agonist = activates the human oxytocin receptor; P30559; CHO-OTR cells, Fluo-8 calcium fluorescence; normalized: DMSO 0%, oxytocin 100%; activation, % at 3 µM; 320,000 compounds, 0.32% hits; AID 2435;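 active means activation above the mean of all tested compounds plus 3 SD, cutoff set per screening run, cut at about 20% in these data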;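 further: peak over basal fluorescence ratio from a 100 s FLIPR kinetic read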
TAAR1 antag = antagonists of human TAAR1. Q96RJ0. CHO RD-HGA16 TAAR1, Fluo-8 calcium fluorescence, antagonist. inhibition, % at 3 µM. 360,000 compounds, 1.5% hits. AID 624466;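 active means inhibition above a per-plate cutoff, the mean inhibition of test compounds on that plate plus 3 SD, cut at about 49% in these data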;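 further: 0% = DMSO plus EC80 beta-PEA response and 100% = DMSO alone without agonist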
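Assay system: RD-HGA16 CHO cells with stable hTAAR1 and Gα16 / Reagent: EC80 β-phenethylamine stimulus / Doses: 3 µM, single point / Timing: dye loading 75 min at 37 °C, then 30 min room temperature / Measured by: Fluo-8 intracellular calcium dye fluorescence, real-time kinetic reads / Controls: vehicle wells and EC80 agonist wells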
TAAR1 agonist = human TAAR1 agonism; 360,000 compounds, 0.99% hits; CHO RD-HGA16 TAAR1, Fluo-8 calcium fluorescence; vehicle wells 0%, saturating PEA agonist 100%; activation, % at 3 µM; Q96RJ0; AID 624467;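 active means activation above the mean activation of all test compounds in the run plus 3 SD, cut at about 38% in these data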
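System: CHO-derived RD-HGA16 cells with stable Gα16 and human TAAR1 / Times: 17-24 h plating, Fluo-8 75 min 37 °C, 30 min RT / Technique: calcium-sensitive Fluo-8 signal, excitation 470-495, emission 515-575 nm / Measure: % activation relative to PEA EC100 response / Benchmarks: DMSO and PEA EC100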
CHO parental Ca = signal in parental CHO cells, OX1R antagonist counter-screen; parental CHO-K1, ATP-induced calcium, Fluo-8 fluorescence; inhibition, % at 5.6 µM; 330,000 compounds, 0.63% hits; AID 463079;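 active means inhibition above that plate's mean sample inhibition plus 3 SD, cut at about 26% in these data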;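 further: 0% = ATP-challenged DMSO wells and 100% = DMSO wells without ATP; some compounds past the cut are filed as inactive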
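Material: parental CHO cells / Compound: single nominal dose of 5.6 µM per compound / Signal: Fluo-8 fluorescence / Replicates: singlicate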
V1R ag counter = activates human V1a receptor in oxytocin agonist counter-screen; P37288; AID 2797; CHO-V1R cells, Fluo-8 calcium fluorescence, agonist mode; 0% DMSO, 100% 3 nM vasopressin; 320,000 compounds, 0.25% hits; activation, % at 3 µM;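 active means activation above the mean activation of all tested compounds plus 3 SD, per screening run, cut at about 20% in these data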;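 further: signal is peak over basal fluorescence ratio across a 100 second FLIPR read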
Target sequence (P37288 whole entry, looked up): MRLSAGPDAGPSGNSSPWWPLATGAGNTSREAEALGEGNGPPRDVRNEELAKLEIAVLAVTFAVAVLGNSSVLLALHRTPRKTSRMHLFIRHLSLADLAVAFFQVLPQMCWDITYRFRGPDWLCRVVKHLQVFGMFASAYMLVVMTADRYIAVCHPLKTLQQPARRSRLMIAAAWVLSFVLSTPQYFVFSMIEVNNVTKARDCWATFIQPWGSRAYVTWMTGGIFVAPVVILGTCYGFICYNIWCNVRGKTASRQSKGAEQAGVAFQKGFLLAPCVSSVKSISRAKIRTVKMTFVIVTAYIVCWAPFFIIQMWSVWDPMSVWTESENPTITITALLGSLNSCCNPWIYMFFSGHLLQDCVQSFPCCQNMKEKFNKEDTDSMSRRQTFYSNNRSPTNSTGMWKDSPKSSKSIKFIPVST
M1 antag = blocks human M1 muscarinic receptor | P11229 | CHO-K1 hM1, Fluo-8 calcium fluorescence, ACh EC80 antagonist | inhibition, % at 3 µM | 360,000 compounds, 1.3% hits | AID 588852;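 active means percent inhibition above its own plate's cutoff, namely the mean of that plate's compound wells plus 3 SD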;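 further: peak over basal fluorescence ratio during 140 s after agonist addition; 0% = ACh EC80 plus DMSO and 100% = DMSO alone without agonist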
CHRM1 PAM = positive allosteric modulators of human M1 muscarinic receptor; P11229; CHO-K1 hM1, Fluo-8 calcium fluorescence, ACh EC20; 0% = ACh EC20, 100% = maximal ACh; 360,000 compounds, 0.088% hits; activation, % at 3 µM; in the data active means activation above about 19%, passing the limit was not always enough
M1 ag = activates human CHRM1 receptor. 360,000 compounds, 0.33% hits. CHO-K1 hM1, Fluo-8 calcium fluorescence, agonist mode; 0% DMSO, 100% acetylcholine EC100. activation, % at 3 µM;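 active means activation above the run's mean compound activation plus 3 SD, cut at about 16% in these data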;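 further: peak over basal fluorescence ratio within a 140 s kinetic read after compound addition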
Active calls of the source: *; . = not tested or not shown. This is a random part of the collection; 3.7% or so of the library scored in one or more.

mol	OXTR potentiator	OXTR agonist	TAAR1 antag	TAAR1 agonist	CHO parental Ca	V1R ag counter	M1 antag	CHRM1 PAM	M1 ag
O=c1c2cc(Br)ccc2[nH]c(=S)n1Cc1cccnc1	0.7	0.2	2.4	0.8	-16.6	1.0	-3.3	9.5	-3.7
CN(C)c1ccc(CN(Cc2ccco2)C(=O)c2ccco2)cc1	-10.4	-2.1	-15.7	-0.2	-18.4	-2.3	-1.7	8.9	-1.9
CC(C)(C)[C@@H]1C=C(C(N)=O)O[C@H](OCCCCO)C1	-2.4	0.5	3.2	0.0	-10.3	-0.1	-11.7	12.2	-3.5
Cc1ccc(N=Cc2c(O)n(-c3nccs3)c(=O)c3ccccc23)c(C)c1	-6.5	-0.3	-6.9	0.7	-6.8	0.0	-3.4	3.6	-3.2
Cc1ccccc1-n1nc(C(=O)O)cc1-c1ccccc1	-5.9	1.1	-20.6	1.3	-0.4	-0.2	-7.9	3.4	-3.5
COc1ccc(COC(=O)NC(C(=O)O)c2ccccc2)cc1 (stereo not given)	3.2	0.4	3.8	0.0	-2.1	1.3	-4.3	0.5	-3.8
CC(C)=CC(=O)OCC(=O)Nc1cc(C)ccc1C	2.6	0.4	-23.4	1.0	3.3	-0.7	-13.5	8.3	-4.6
CCCN(CC(=O)Nc1ccccc1C)C(=O)c1cc(C)oc1C	-0.1	-0.4	-12.3	1.4	-19.0	-0.6	3.9	5.3	-2.4

The list goes on (3 carried over from the part before).
mol	OXTR potentiator	OXTR agonist	TAAR1 antag	TAAR1 agonist	CHO parental Ca	V1R ag counter	M1 antag	CHRM1 PAM	M1 ag
COc1ccc(COC(=O)NC(C(=O)O)c2ccccc2)cc1 (stereo not given)	3.2	0.4	3.8	0.0	-2.1	1.3	-4.3	0.5	-3.8
CC(C)=CC(=O)OCC(=O)Nc1cc(C)ccc1C	2.6	0.4	-23.4	1.0	3.3	-0.7	-13.5	8.3	-4.6
CCCN(CC(=O)Nc1ccccc1C)C(=O)c1cc(C)oc1C	-0.1	-0.4	-12.3	1.4	-19.0	-0.6	3.9	5.3	-2.4
CCOC(=O)N1CCN(C(=O)CCCn2c(=S)[nH]c3ccc(Br)cc3c2=O)CC1	-8.4	-2.2	-23.1	9.3	-32.4	-0.2	-11.3	9.1	-3.9
O=C(OCc1ccc(F)cc1)c1cc(=O)c2ccccc2o1	-1.1	0.2	-8.6	2.3	-5.7	-0.4	-7.0	3.6	-2.3
O=C(Cn1cc(C(F)(F)F)ccc1=O)N/N=C/c1ccc(O)cc1	1.0	0.0	-7.3	1.2	-8.4	-0.8	-10.0	9.3	-2.7
O=C(Nc1ccc2c(c1)CCC2)c1c(F)cccc1Cl	-5.2	-2.5	3.9	5.0	-18.9	-1.4	-4.9	6.2	-12.1
CCOc1ccccc1-c1nc(CN2CCCN(C(=O)c3ccco3)CC2)c(C)o1	-4.9	-1.2	-13.3	2.9	-16.1	-0.3	-3.5	3.7	-5.4
COc1ccc(NC(=O)CN(C)C(=O)c2n[nH]c3ccccc23)cc1	-4.8	-0.4	-19.6	0.6	-18.7	0.0	0.6	-0.6	-2.4
CC(=O)Oc1cccc(N2C(=O)c3ccc(C(=O)O)cc3C2=O)c1	-10.4	0.2	-10.2	1.3	-2.0	-0.8	3.9	3.7	-0.7
O=C(Nc1ccccc1)c1sc(N2CCOCC2)nc1-c1ccccc1	-5.7	-3.3	-16.5	12.2	-4.0	-1.6	-11.5	7.4	-3.1

Single entries from the list:
CHO parental Ca result of CC(=O)Oc1cccc(N2C(=O)c3ccc(C(=O)O)cc3C2=O)c1 is entered as -2.0
M1 ag result of CCOc1ccccc1-c1nc(CN2CCCN(C(=O)c3ccco3)CC2)c(C)o1 is entered as -5.4
M1 antag result of O=C(Nc1ccc2c(c1)CCC2)c1c(F)cccc1Cl is entered as -4.9
CHO parental Ca result of O=C(Cn1cc(C(F)(F)F)ccc1=O)N/N=C/c1ccc(O)cc1 is entered as -8.4
V1R ag counter result of COc1ccc(NC(=O)CN(C)C(=O)c2n[nH]c3ccccc23)cc1 is entered as 0.0
V1R ag counter result of CCOC(=O)N1CCN(C(=O)CCCn2c(=S)[nH]c3ccc(Br)cc3c2=O)CC1 is entered as -0.2
TAAR1 antag result of O=C(OCc1ccc(F)cc1)c1cc(=O)c2ccccc2o1 is entered as -8.6

The listing continues.
mol	OXTR potentiator	OXTR agonist	TAAR1 antag	TAAR1 agonist	CHO parental Ca	V1R ag counter	M1 antag	CHRM1 PAM	M1 ag
CCCCCCCCCCCCCC(=O)O	-0.2	0.4	5.5	1.4	-8.0	4.5	-6.0	0.2	-1.1
Cc1cccc(NC(=S)N(C)C2CCCCC2)c1	1.8	0.2	-18.0	1.8	-3.2	-0.4	-13.8	13.8	-2.2
COC(=O)C1CCN(c2cc(=O)n(Cc3ccc(F)cc3)c(=O)[nH]2)CC1	-1.8	0.6	4.6	4.0	-2.6	0.7	-11.5	7.9	-0.9
Cc1cccc(Nc2nc(-c3c(C)nc4ccccn34)cs2)c1	-9.1	7.0	48.0	0.4	43.1*	5.2	37.0*	-23.3	-4.6
CCN(CCCNC(=O)C1CCN(S(=O)(=O)c2cccc3nonc23)CC1)Cc1ccccc1	-10.9	-1.0	-2.3	12.7	-11.9	-0.1	46.8*	-19.8	-5.3
CC1CCc2nn(CC(=O)NCCCN3CCOCC3)cc2C1 (stereo not given)	-3.1	0.1	-9.9	1.5	0.1	-0.1	22.0	-7.1	0.3
N#CC1=C(N)SC(N)=C(C#N)C1c1ccnc2ccccc12	-14.8	2.8	42.7	16.8	-3.3	3.0	0.9	3.6	1.5
COc1cc(C2C(C#N)=C(N)N(c3ccc(F)cc3)C3=C2S(=O)(=O)CC3)ccc1O (stereo not given)	-6.9	1.9	18.5	5.1	3.6	1.5	-2.8	-0.5	-6.1

Additional compounds.
mol	OXTR potentiator	OXTR agonist	TAAR1 antag	TAAR1 agonist	CHO parental Ca	V1R ag counter	M1 antag	CHRM1 PAM	M1 ag
O=c1[nH]c2ccc(NS(=O)(=O)c3ccc([N+](=O)[O-])cc3)cc2[nH]1	-22.5	-0.5	2.4	6.3	-9.1	0.3	-4.1	7.9	-4.9
O=C(CSc1nnc(COc2ccc(Cl)cc2)o1)N1CCCCC1	-5.5	2.6	-6.0	-1.4	-25.8	3.0	1.2	-2.0	-8.3
O=C(CSc1ccc(Cl)cc1)c1ccco1	-1.9	-1.2	.	.	-12.7	-0.8	-7.8	10.3	-5.7
O=C1OC(/C(=C\Nc2ccc(F)cc2F)[N+](=O)[O-])c2ccccc21 (stereo not given)	0.7	0.2	-5.0	2.3	-8.2	0.5	-7.7	7.6	-2.6
Clc1ccccc1OCCCCN1CCCCC1	2.2	1.1	1.0	1.6	-12.3	0.9	2.2	2.4	-8.2
CCN(c1ccccc1)S(=O)(=O)c1ccc(NC(=O)c2nc(S(C)(=O)=O)ncc2Cl)cc1	-9.9	2.1	.	.	45.9*	7.6	34.9	-8.8	1.1
COc1ccc(CCN=C(N)NS(=O)(=O)c2ccc(F)cc2)cc1OC	-4.5	0.2	-26.2	6.3	-1.8	-0.1	-8.3	5.5	-0.8
O=C(Cc1cccs1)N(Cc1ccco1)C1(C(=O)NC2CCCC2)CCCCC1	-19.2	20.1*	10.1	-0.4	-15.9	5.8	-17.0	-1.7	-2.3

(list continues)
mol	OXTR potentiator	OXTR agonist	TAAR1 antag	TAAR1 agonist	CHO parental Ca	V1R ag counter	M1 antag	CHRM1 PAM	M1 ag
CN(C)C(=O)c1ccc(NC(=O)COC(=O)c2cc(S(=O)(=O)N(C)C)ccc2N2CCCC2)cc1	-5.5	-0.1	-17.3	3.7	-5.7	0.5	-7.2	7.9	-7.7
C/C(=N\Nc1ccc(C(=O)O)cc1)c1ccc(S(=O)(=O)NCc2ccco2)cc1	-7.7	-0.5	4.4	3.5	-3.7	0.8	-12.8	5.7	-3.5
CCN(CC)CCNC(=O)C1CCN(S(=O)(=O)N2CCCCC2)CC1	2.9	0.6	-2.5	2.2	13.1	0.0	-1.0	0.1	-8.6
CCOC(=O)C1CCCN(S(=O)(=O)c2cc3[nH]c(=O)c(=O)[nH]c3cc2C)C1 (stereo not given)	-9.8	-0.4	3.1	0.8	10.2	0.7	-8.0	4.2	-3.6
CC(C)C1Nc2ccc(C(=O)N3CCN(c4ccccn4)CC3)cc2NC1=O (stereo not given)	-8.3	1.0	-5.5	4.0	-7.1	2.8	4.1	-3.0	-3.3
C=C(C)Cn1c(NCCOC)nc2c1c(=O)[nH]c(=O)n2C	-7.8	-0.6	5.7	6.1	2.2	3.0	0.2	3.2	-4.7
CC1CCN(Cc2nnnn2CCCC(=O)NC(c2ccccn2)C(F)(F)F)CC1 (stereo not given)	-1.0	-1.5	-5.8	-0.9	6.4	0.5	3.2	1.5	-4.8
O=C(CCc1ccccc1)Nc1ncc([N+](=O)[O-])s1	-8.4	12.4	21.1	7.0	5.1	10.1	12.3	-5.4	-2.2

Continuation:
mol	OXTR potentiator	OXTR agonist	TAAR1 antag	TAAR1 agonist	CHO parental Ca	V1R ag counter	M1 antag	CHRM1 PAM	M1 ag
COc1cc2c(cc1OC)CN(C(=O)CSc1n[nH]c(N)n1)CC2	-1.4	-0.6	8.6	5.3	-8.9	0.5	-2.8	8.7	-0.1
CCOC(=O)N1CCN(c2c(NCCN3CCCCC3CC)c(=O)c2=O)CC1 (stereo not given)	1.9	1.1	1.1	1.0	-4.3	0.6	-12.5	10.3	-10.7
CCOC(=O)C1CCCN(C(=O)c2cn(-c3ccccc3)nc2-c2cccnc2)C1 (stereo not given)	1.3	-2.3	20.3	1.8	-34.8	0.4	-3.4	-1.6	-1.5
O=C(/C=C/c1ccc([N+](=O)[O-])cc1)NNC(=O)C1CC1	1.0	0.0	-6.6	3.4	-0.9	0.2	17.2	-1.2	-5.2
N#CC(=C(O)COC(=O)c1ccc2c(c1)OCCO2)c1nc2ccccc2[nH]1	.	.	-0.1	2.2	.	.	-10.6	10.3	1.5
S=C(NCc1ccco1)NCc1ccccc1Cl	.	.	-4.6	-1.5	.	.	-4.3	6.2	-4.2
CCOc1ccc(S(=O)(=O)N(C)CC(=O)NC2CC2)cc1	-4.6	-0.6	-5.2	0.0	12.8	-0.2	-18.7	13.2	-2.8
Cc1[nH]n(-c2ccccc2)c(=O)c1C=Nc1cccc(F)c1	-0.6	-0.4	-1.8	-1.2	-10.0	-0.3	-2.2	3.5	-3.3

Assay outcomes as filed in PubChem.
